# Source: PubChem
# OPRM1-OPRD1 inv = mu-delta opioid heterodimer inverse agonism; P35372+P41143; cell-based MOR-DOR heterodimer luminescence; inhibition, % at 9.3 µM; 340,000 compounds, 0.21% hits; in the data active means inhibition above about 22%, passing the limit was not always enough;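 further: 0% = cells with DMSO and 100% = wells without cells with DMSO; values of inactives mirror those of a sister screen read the other way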
# PKA-R2B activ = PKA-R2B complex activation | activation, % at 11.4 µM | 340,000 compounds, 0.079% hits | PKA-R2B holoenzyme dissociation, Cy5-IP20 fluorescence polarization; R2B truncated from residue 108, S112A mutant; 0% DMSO only, 100% 113 µM cGMP | P22694+P31323;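 active means activation above a cutoff set at the mean over all compounds plus 3 SD, cut at about 18% in these data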;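 further: higher means more holoenzyme dissociation and a rise in polarization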
# Arr AP2 block = blocks beta-arrestin peptide binding to AP2 adaptin. FITC-arrestin peptide / GST-AP2 beads, flow cytometry; AP2 beta2 appendage carries R879A mutation. inhibition, % at 10 µM. 340,000 compounds, 0.31% hits. AID 504490;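 active means inhibition above a set limit, near 3 SD of compounds lacking own fluorescence, cut at about 54% in these data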;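 further: plate controls were DMSO wells for no effect and 5 µM unlabelled arrestin peptide for full effect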
#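 Assay system: GST-AP2 R879A bound to glutathione beads, E. coli-expressed; Medium: PBS with 0.05% Tween 20 and 0.1% BSA; Also added: fluorescein-tagged arrestin peptide at 50 nM final; Timing: 12 min plus 1 h, RT; Measured by: flow cytometry, FL1 (488/535 nm); Evaluation: percent drop in bead-associated FITC signal.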
# PKA-R1A activ = activates the PKA-R1A holoenzyme complex. PKA-R1A dissociation, Cy5-IP20 fluorescence polarization; scaled: DMSO 0%, 113 µM cGMP 100%. activation, % at 11.4 µM. 340,000 compounds, 0.083% hits. P00514+P68181;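 active means percent activation above the mean of all tested compounds plus 3 SD, cut at about 19% in these data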;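 further: higher means more PKAc released from R1A so a rise in polarization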
# Pemphigus Ab inh = blocks pemphigus antibody binding to human desmoglein-3 | DSG3-coupled beads, scFv-anti-DSG3-GFP binding, flow cytometry; stronger effect = lower value | binding (percent of control), % at 10 µM | 310,000 compounds, 0.48% hits;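 active means binding more than 3 SD below its plate's average and above zero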; further: some compounds called inactive have numbers as strong as hits
# DAGLB inh = diacylglycerol lipase beta (human) inhibition; 340,000 compounds, 0.059% hits; inhibition, % at 5.17 µM; AID 504411; Q8NCG7; HEK293T DAGLB membrane lysate, EnzChek fluorogenic substrate; in the data active means inhibition above about 34%;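 further: 0% = enzyme with vehicle and 100% = wells lacking enzyme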
# Target sequence (Q8NCG7 whole entry, looked up): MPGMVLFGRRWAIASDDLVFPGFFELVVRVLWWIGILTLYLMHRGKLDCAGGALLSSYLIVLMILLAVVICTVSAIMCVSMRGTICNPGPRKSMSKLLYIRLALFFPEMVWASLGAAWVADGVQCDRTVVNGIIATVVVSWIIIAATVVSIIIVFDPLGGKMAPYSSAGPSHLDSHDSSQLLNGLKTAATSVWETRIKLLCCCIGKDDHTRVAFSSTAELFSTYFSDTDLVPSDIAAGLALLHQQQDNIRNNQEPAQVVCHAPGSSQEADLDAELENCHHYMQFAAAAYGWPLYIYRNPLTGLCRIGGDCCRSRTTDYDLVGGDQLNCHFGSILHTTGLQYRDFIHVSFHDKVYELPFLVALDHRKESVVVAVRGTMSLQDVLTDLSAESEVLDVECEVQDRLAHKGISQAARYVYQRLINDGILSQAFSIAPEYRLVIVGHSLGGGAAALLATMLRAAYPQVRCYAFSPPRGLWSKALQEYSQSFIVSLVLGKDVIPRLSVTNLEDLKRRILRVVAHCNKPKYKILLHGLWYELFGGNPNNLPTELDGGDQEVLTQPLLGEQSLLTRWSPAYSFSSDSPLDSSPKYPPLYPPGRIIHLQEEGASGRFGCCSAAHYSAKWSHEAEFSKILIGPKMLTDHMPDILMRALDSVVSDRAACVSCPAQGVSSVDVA
# V-ATPase pH = regulators of yeast V-ATPase proton transport; S. cerevisiae, pHLuorin cytosolic pH fluorescence; response, % at 10 µM; 350,000 compounds, 0.37% hits; AID 504577; in the data active means response mostly above about 7.3%, no sharp cut-off; inactive means mostly below about 5.4%; further: actives read high; inactives centre near 0; some compounds called inactive have numbers as strong as hits; reference of the scale not given here
# HTR5A ag = activates human HTR5A in OPRM1-OPRD1 agonist counter-screen; HTR5A agonist assay, luminescence, cell-based; activation, % at 9.3 µM; 340,000 compounds, 0.61% hits; AID 504692; in the data active means activation mostly above about 9.5%, no sharp cut-off; inactive means mostly below about 7.6%;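 further: 0% = cells with vehicle only and 100% = reference agonist; strong numbers were not always called active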
# Target sequence (P47898 whole entry, looked up): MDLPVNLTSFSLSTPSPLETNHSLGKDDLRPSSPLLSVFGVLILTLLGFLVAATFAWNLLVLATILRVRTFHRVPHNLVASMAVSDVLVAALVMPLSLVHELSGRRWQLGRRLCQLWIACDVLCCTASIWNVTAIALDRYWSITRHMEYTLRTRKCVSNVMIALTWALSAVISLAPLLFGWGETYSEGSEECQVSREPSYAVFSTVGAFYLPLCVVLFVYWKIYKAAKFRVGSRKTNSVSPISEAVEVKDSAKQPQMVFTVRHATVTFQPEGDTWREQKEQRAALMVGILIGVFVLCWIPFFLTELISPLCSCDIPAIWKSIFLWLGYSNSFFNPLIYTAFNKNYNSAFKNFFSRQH
# OPRM1-OPRD1 ag = agonists of human mu-delta opioid receptor heterodimerization; 340,000 compounds, 0.3% hits; activation, % at 9.3 µM; cells, OPRM1-OPRD1 heterodimerization, luminescence; in the data active means activation above about 18%;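 further: 0% = vehicle-treated cells and 100% = reference agonist; values of inactives mirror those of a sister screen read the other way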
# HTR5A inv ag = HTR5A inverse agonism, opioid heterodimer counter-screen | HTR5A cell line, luminescence | AID 504634 | 340,000 compounds, 0.083% hits | inhibition, % at 9.3 µM | P47898; in the data active means inhibition mostly above about 23%, no sharp cut-off; inactive means mostly below about 18%;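 further: 0% = cells with DMSO and 100% = no-cell wells with DMSO; some compounds called inactive have numbers as strong as hits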
# Numbers without * were called inactive; / = not tested or not shown.
SMILES,OPRM1-OPRD1 inv,PKA-R2B activ,Arr AP2 block,PKA-R1A activ,Pemphigus Ab inh,DAGLB inh,V-ATPase pH,HTR5A ag,OPRM1-OPRD1 ag,HTR5A inv ag
O=C(/C=C/c1ccc(F)cc1)NC(=S)N1CCCCC1c1cccnc1 (stereo unspecified),2,1,40,-4,111,-1,-1,-1,-0.3,6
Cc1ccc(C(=O)Nc2ccc3c(c2)OCO3)cc1S(=O)(=O)N1CCCCC1,-35,9,28,1,105,5,-1,9,6.2,-33
O=C(c1ccccc1)c1c[nH]c(C(=O)NCCCn2ccnc2)c1,8,-11,17,-7,/,-6,-1,3,-1.9,-8
COc1cc(C(C)=O)ccc1OCC(=O)c1cc(C)n(C2CC2)c1C,16,-6,21,-4,/,-1,-2,-5,-2.7,13
CSc1nc(C(=O)N2CCCC(N3CCN(c4ccccc4C)CC3)C2)cs1 (stereo unspecified),3,-3,-18,-7,103,-2,-3,-4,-0.5,-13
Cc1cc(NCCCO)n2nc(-c3cccs3)cc2n1,-11,-5,-11,0,106,0,2,-1,1.6,3
CCOc1ccc(CCNC(=O)c2cccc(-n3cnnn3)c2)cc1OCC,-9,-4,-11,2,100,0,/,0,1.7,0
Cc1ccc(C)c(S(=O)(=O)c2c(C)cc(C)[nH]c2=O)c1,17,-6,-11,-1,/,0,-1,3,-3.7,-11
Cc1nnc2sc(-c3csc4c3CCCC4)nn12,-5,-4,-2,9,/,-4,0,1,0.8,-4
Cc1cccc(C)c1NC(=O)c1ccc(CN2CCc3ccccc3C2)cc1,-2,-1,-4,-17,/,-1,0,7,0.3,-20
CC12CCCCC1N(O)C(=O)C(=O)N2O (stereo unspecified),6,-1,-8,4,89,-3,-1,5,-1.1,-7
O=C(NC1CC2CCCC(C1)N2C(=S)Nc1ccc(Cl)cc1)C1CC1 (stereo unspecified),11,-5,-1,-2,107,2,-4,-4,-2.1,10
Cc1ccc(NC2CCCN(C(=O)CN3C(=O)c4ccccc4C3=O)C2)cc1C (stereo unspecified),4,5,24,7,/,1,0,1,-0.7,30
CC1=C(C(=O)N(C)C)C(c2ccc(C)s2)NC(=S)N1 (stereo unspecified),-8,3,-27,-7,104,4,2,0,1.4,-17
COc1ccccc1NC(=S)Nc1ccccn1,7,-3,-15,-1,99,0,-1,3,-1.5,25
CCOC(=O)c1ccc(NS(=O)(=O)c2ccc3c(c2)oc(=O)n3C)cc1,7,14,4,6,99,-1,1,0,-1.4,-1
O=C(Cc1cccc2ccccc12)N/N=C/c1ccncc1,7,-12,-8,-5,110,1,-5,-2,-1.5,5
Cc1oc(-c2ccccc2)nc1C(=O)OCC(=O)NCc1ccc(F)cc1,/,4,/,0,101,0,0,/,/,/
O=C(COc1ccccc1)Nc1cccc(-c2cn3cccnc3n2)c1,1,15,41,-6,/,1,0,3,-0.1,2
O=C(COc1ccccc1[N+](=O)[O-])Nc1ccc(N2CCN(C(=O)c3cccs3)CC2)cc1,-14,5,-4,8,/,2,-2,6,3.1,-16
CCCNC(=O)NC(=O)CN1CCCC1c1ccc2c(c1)OCCO2 (stereo unspecified),12,4,10,-2,99,-1,0,-3,-2.1,7
O=C(Cn1c(=O)oc2ccccc21)N1CCCC1,9,-4,13,-1,104,-2,5,1,-1.8,-3
COCCN(Cc1cc2c(C)cc(C)cc2nc1Cl)C(=O)c1ccccc1F,9,-17,12,-5,99,-4,-1,2,-1.9,-10
NC(=O)C(=O)N/N=C/c1cccc(C(F)(F)F)c1,11,2,1,7,96,-3,3,3,-2.4,-8
CC1=C(C)CC(C(=O)Nc2nc(-c3ccc(C)cc3C)c(C)s2)C(C(=O)O)C1 (stereo unspecified),2,-4,-5,-7,103,14,-2,-5,-0.3,16
Cc1cn([C@H]2C[C@H](O)[C@@H](CCC(=O)NCc3ccccc3)O2)c(=O)[nH]c1=O,5,5,51,-15,101,-3,3,-2,-1.0,8
O=C(NCCN1CCCC1)c1ccccc1Cl,5,7,1,3,104,0,-1,4,-0.7,-9
COC(=O)C(C)NC(=O)c1cn(-c2ccccc2OC)c(=O)c2ccccc12 (stereo unspecified),13,-5,-1,-9,97,0,-1,0,-2.8,2
COc1ccc(/C=C2\SC(=O)NC2=S)cc1OC,23,0,0,-11,110,4,0,-2,-4.4,10
CCn1cc(C(=O)N2CCc3ccccc32)c(=O)c2cc(S(=O)(=O)N3CCCC3)ccc21,7,5,-8,-6,97,2,-2,-1,-1.2,2
Cc1ccc(-n2nc3c(c2NC(=O)C2CCCC2)CS(=O)(=O)C3)cc1,11,2,-2,0,/,2,-2,4,-2.0,0
Cc1c(C(=O)N(Cc2ccc(F)cc2)C2CCS(=O)(=O)C2)oc2ccccc12 (stereo unspecified),5,0,-2,-10,/,1,-4,0,-1.0,1
O=C(O)Cc1ccc(C(=O)c2ccc(Cl)cc2)s1,11,5,1,-8,101,0,-4,-4,-2.1,-18
CCCCNC1(C#N)CCN(Cc2ccccc2)CC1,5,-6,2,7,116,1,-5,-2,-0.9,10
O=C(NNS(=O)(=O)c1ccc(F)cc1F)c1csc(-c2cccnc2)n1,-8,-1,6,8,97,-5,12,0,1.5,-14
COc1ccccc1NC(=O)NCCN1CCN(c2cccc(Cl)c2)CC1,-6,0,16,0,97,0,2,1,1.3,-3
CCc1cccc2c(C(=S)N3CCCC3)c[nH]c12,7,-11,0,-12,106,1,-3,-6,-1.0,10
CCOC(=O)Cc1csc(NS(=O)(=O)c2ccccc2)n1,16,0,-3,-2,/,2,0,2,-4.0,-4
CCN(CC(=O)Nc1c(F)cccc1F)C(=O)c1cccnc1SC,5,2,-11,1,105,0,-2,1,-0.9,3
CC(C)CCOc1ccc(C(=O)O)cc1,13,-5,-1,-2,96,-1,0,3,-2.3,-11

# Compounds above that have a COOH group, in the order listed:
SMILES,OPRM1-OPRD1 inv,PKA-R2B activ,Arr AP2 block,PKA-R1A activ,Pemphigus Ab inh,DAGLB inh,V-ATPase pH,HTR5A ag,OPRM1-OPRD1 ag,HTR5A inv ag
CC1=C(C)CC(C(=O)Nc2nc(-c3ccc(C)cc3C)c(C)s2)C(C(=O)O)C1 (stereo unspecified),2,-4,-5,-7,103,14,-2,-5,-0.3,16
O=C(O)Cc1ccc(C(=O)c2ccc(Cl)cc2)s1,11,5,1,-8,101,0,-4,-4,-2.1,-18
CC(C)CCOc1ccc(C(=O)O)cc1,13,-5,-1,-2,96,-1,0,3,-2.3,-11

# (cont.)
SMILES,OPRM1-OPRD1 inv,PKA-R2B activ,Arr AP2 block,PKA-R1A activ,Pemphigus Ab inh,DAGLB inh,V-ATPase pH,HTR5A ag,OPRM1-OPRD1 ag,HTR5A inv ag
Cc1cc(C)nc(N2CCCC(C(=O)Nc3ccc4c(c3)OCO4)C2)n1 (stereo unspecified),-3,-4,7,12,98,-4,-3,3,0.5,11
CCn1c(-c2ccccc2O)n[nH]c1=S,19,-3,10,-12,99,0,-2,-3,-3.4,6
NS(=O)(=O)c1ccccc1,12,3,-26,5,98,-2,0,2,-2.4,-6
COC(=O)[C@@H]1CCCN1C(=O)CCc1nnc(CCC2CCCCC2)o1,1,-10,15,-2,102,0,-1,-3,-0.2,11
O=C(CNC(c1ccccc1)c1ccccc1)Nc1ccccc1-c1ccccc1,-25,-6,4,6,106,-18,-1,5,4.8,23
CCCCC1(CCCC)NC(=S)N(Nc2ccc(C)cc2)C1=O,6,-10,-6,-2,95,-3,0,0,-1.0,0
COc1ccc(OC)c(/C=N/c2c(-c3ccc(O)c(OC)c3)nc3ccccn23)c1,4,2,-5,-10,96,-1,-7,1,-0.8,-3
COC(=O)c1ccc(-n2c(CCC(=O)O)ccc2-c2ccc(C)cc2)cc1,6,8,29,10,85,-3,-1,0,-1.4,0
COC(=O)c1sccc1NC(=O)CC1C(=O)NCCN1C(=O)c1c(F)cccc1Cl (stereo unspecified),4,5,3,-19,117,3,3,2,-0.7,5
C#CCOCCOCCOCCNc1nc(N2CCN(C(=O)[C@H](CCC(=O)O)n3cc(C(N)CC(C)C)nn3)CC2)nc(N2CCN(C(=O)[C@H](Cc3ccc(O)cc3)n3cc(C(N)CC(C)C)nn3)CC2)n1 (stereo partly specified),21,2,5,-6,114,3,-1,13,-3.5,-35
Cc1ccccc1C(=NCCCN(C)C)c1ccccc1C,-12,1,15,3,96,0,2,2,2.3,16
CCOCN(C(=O)Cn1c(COC)nc2ccccc21)c1c(C)cccc1CC,/,-4,-4,0,/,-1,1,/,/,/
CCc1ncc(C(O)c2cccc(OC)c2OC)n1C (stereo unspecified),1,-10,27,0,108,-3,1,1,-0.1,8
CN(C)c1ccc(/C=N/c2cc(-c3ccccc3)nn2-c2ccccc2)cc1,0,-2,5,0,100,-3,2,3,0.0,6
COc1ccc(CN(C)CC(=O)NC(=O)NC2CCCCC2)cc1,-3,1,35,-5,97,-1,0,-1,0.6,3
Cc1nc(-c2nnc(SCC(=O)Nc3ccc(Cl)cc3)n2C)cs1,0,0,-9,5,107,1,8,4,0.0,0
Cc1ccn2c(NC3CCCC3)c(-c3ccncc3)nc2c1,-6,4,16,4,98,0,0,-1,1.1,4
COc1ccccc1N1CCN(C(=O)c2ccc(S(=O)(=O)N3CCCCCC3)cc2)CC1,-6,10,15,0,106,4,1,-1,1.4,-4
CCCCCCNc1cc2n(c(=O)n1)CCc1cc(OC)c(OC)cc1-2,1,-2,6,2,102,-4,-3,2,-0.3,14
CCn1c(COc2ccc(C)cc2)nnc1SCc1ccc(C#N)cc1,7,-4,26,-3,100,-2,-2,0,-1.4,-13
COc1ccc(C)cc1NC(=O)C1CC(=O)OC12CCCCC2 (stereo unspecified),7,2,5,0,118,-1,1,-4,-1.4,10
Cc1ccc(NC(=O)c2c(O)c3ccccc3n(C)c2=O)nc1,9,-6,-8,9,102,1,-3,-2,-1.6,-1
CCOc1ccc(S(=O)(=O)Nc2ccccc2SC)cc1,-14,-4,-5,-5,87,-6,3,0,2.5,7
CC(C)c1nnc(NC(=O)C2CCN(C(=O)Nc3ccc(Cl)cc3)CC2)s1,10,6,23,2,/,0,-4,-6,-1.6,-38
Cc1ccc(CS(=O)(=O)CC(C)(O)c2ccccc2)cc1 (stereo unspecified),18,0,0,-11,117,0,-1,6,-4.0,-23
CC1CCN(S(=O)(=O)c2ccc3c(c2)N(CC(=O)NCCCN2CC(C)CC(C)C2)C(=O)CS3)CC1 (stereo unspecified),3,3,1,13,/,0,-2,-1,-0.6,2
CCOc1ccc(C(=O)NC2CC3CCCC(C2)N3CC(C)C)cc1 (stereo unspecified),12,-5,-2,-4,105,0,5,7,-2.1,14
CCOC(=O)C1CCN(CC(=O)NC(=O)NC2CCCCC2)CC1,4,-8,15,-5,108,0,5,1,-0.8,-3
Cc1ccccc1CN(C)C(=O)COC(=O)CSc1ccc([N+](=O)[O-])cc1,11,4,-14,-1,107,-1,-2,-1,-1.7,5
Cc1ccc(CCN2C(=O)CCC2(C)C(=O)NCc2cccnc2)cc1 (stereo unspecified),2,-11,24,-2,96,-1,-2,-1,-0.4,-3
